AGP1 TOR yeast: modulators of TOR pathway AGP1-GFP in S. cerevisiae. S. cerevisiae AGP1-GFP multiplex flow cytometry, 3 h; GFP as percent of DMSO wells. GFP response vs DMSO, % at 10 µM. AID 2066. actives 0.02% (n = 320,000);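 active = GFP response relative to DMSO above a set limit, near screen average plus 3 SD, cut at about 150% in these data; inconclusive = fewer than 70 cells counted for the yeast strain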;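 also: median GFP channel fluorescence of the gated AGP1 strain per well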
LAP4 TOR yeast: yeast TOR pathway LAP4-GFP modulation. AID 2023. actives 0.34% (n = 320,000). S. cerevisiae LAP4-GFP multiplex, flow cytometry GFP, 3 h; median GFP as percent of DMSO wells. GFP response vs DMSO, % at 10 µM;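 active = GFP response vs DMSO above a set limit, about the screen mean plus 3 SD, cut at about 150% in these data; inconclusive = under 70 cell events counted for the yeast strain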
MEP2 TOR yeast: modulators of TOR pathway MEP2-GFP in S. cerevisiae; actives 0.51% (n = 330,000); S. cerevisiae MEP2-GFP strain, flow cytometry GFP, 3 h; 100% = DMSO control level; GFP response vs DMSO, % at 10 µM;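 active = GFP response versus DMSO above a set limit, roughly screen mean plus 3 SD, cut at about 180% in these data; inconclusive = fewer than 70 cells counted for a yeast strain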;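 also: median GFP fluorescence of the barcode-gated MEP2-GFP cells per well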
JMJD2C inh: inhibitors of human GASC-1 (JMJD2C) demethylase; inhibition, % at 2.35 µM; actives 0.069% (n = 330,000); GST-JMJD2C(1-420) H3K9me3 demethylation, DELFIA europium;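 active = more than half of a compound's replicate wells show inhibition beyond 50%, single wells judged on their own value; inconclusive = some, but no more than half, of replicates pass 50% inhibition; inactive = no replicate passes 50% inhibition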;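 also: signal counts dimethyl H3K9 product captured on neutravidin plate; 0% = median of DMSO wells and 100% = 0.3 times that DMSO median; strong numbers were not always called active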
CIT2-GFP yeast: yeast TOR pathway CIT2-GFP modulation; actives 0.065% (n = 320,000); S. cerevisiae CIT2-GFP strain, flow cytometry, 3 h; 100 means same as DMSO wells; GFP response vs DMSO, % at 10 µM; AID 2029;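 active = GFP response relative to DMSO above a set limit, near the screen mean plus 3 SD, cut at about 150% in these data; inconclusive = Fewer than 70 cells measured for a yeast strain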;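 also: ratio of well median GFP fluorescence to mean of DMSO wells on the plate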
RPL19A-GFP yeast: yeast TOR pathway RPL19A-GFP modulation; actives 0.3% (n = 330,000); percent response vs DMSO, % at 10 µM; S. cerevisiae RPL19A-GFP strain, flow cytometry, 3 h; hits give low values;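 active = percent response vs DMSO below 50%; inconclusive = fewer than 70 events counted for the yeast strain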;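 also: median channel GFP fluorescence of the barcoded RPL19A-GFP strain; ratio of sample median GFP to plate DMSO average so 100% = DMSO; lower means less RPL19A-GFP as with rapamycin TOR inhibition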
VLA-4 inh: inhibition in a human VLA-4 binding assay; inhibition, % (about 7 µM as worked out from the volumes in the protocol); P13612; VLA-4 expressing cells, ligand binding flow cytometry; actives 0.2% (n = 330,000); in the data active = inhibition above about 50%
Target sequence (P13612 whole entry, looked up): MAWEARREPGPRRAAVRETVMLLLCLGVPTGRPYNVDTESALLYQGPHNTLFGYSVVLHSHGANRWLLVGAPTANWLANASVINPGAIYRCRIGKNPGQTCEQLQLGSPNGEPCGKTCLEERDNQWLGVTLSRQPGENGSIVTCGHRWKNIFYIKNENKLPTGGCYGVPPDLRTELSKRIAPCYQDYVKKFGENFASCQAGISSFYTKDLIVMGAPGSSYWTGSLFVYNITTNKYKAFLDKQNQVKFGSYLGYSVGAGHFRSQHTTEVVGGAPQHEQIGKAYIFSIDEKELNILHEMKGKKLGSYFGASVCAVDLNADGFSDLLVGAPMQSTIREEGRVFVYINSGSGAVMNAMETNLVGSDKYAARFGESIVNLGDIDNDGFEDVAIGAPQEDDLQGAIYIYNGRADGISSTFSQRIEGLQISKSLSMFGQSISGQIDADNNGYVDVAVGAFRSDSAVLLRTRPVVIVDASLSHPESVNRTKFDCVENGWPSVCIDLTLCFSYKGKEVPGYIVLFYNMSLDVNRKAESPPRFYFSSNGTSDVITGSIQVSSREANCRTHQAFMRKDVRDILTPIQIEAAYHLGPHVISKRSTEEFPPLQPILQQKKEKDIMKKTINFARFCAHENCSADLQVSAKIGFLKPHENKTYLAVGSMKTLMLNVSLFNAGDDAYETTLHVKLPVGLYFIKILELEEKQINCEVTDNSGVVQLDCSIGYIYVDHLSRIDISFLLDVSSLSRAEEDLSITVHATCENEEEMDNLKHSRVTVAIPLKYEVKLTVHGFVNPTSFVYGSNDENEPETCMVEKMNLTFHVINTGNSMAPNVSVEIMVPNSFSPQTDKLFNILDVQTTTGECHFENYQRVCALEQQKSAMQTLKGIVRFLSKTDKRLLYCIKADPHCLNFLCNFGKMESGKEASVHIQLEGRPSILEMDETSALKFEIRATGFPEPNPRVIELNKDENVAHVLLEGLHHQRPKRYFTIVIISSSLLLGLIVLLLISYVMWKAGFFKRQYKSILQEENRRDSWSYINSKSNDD
GRK2 aptamer HTS: human GRK2 inhibition via aptamer displacement; actives 0.59% (n = 330,000); bead flow cytometry, FAM-aptamer displacement from GRK2; inhibition of aptamer binding, % at 10 µM;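 active = inhibition of aptamer binding above 40%, roughly 3 SD of noise, on plates passing a quality check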;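 also: median bead fluorescence of bound FAM aptamer so fluorescent compounds give negative values; no value below 0 was filed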
* marks the source's active call; other numbers are inactive results; ? = inconclusive; . = not tested or not shown; [ ] = remark or other dose.

structure | AGP1 TOR yeast | LAP4 TOR yeast | MEP2 TOR yeast | JMJD2C inh | CIT2-GFP yeast | RPL19A-GFP yeast | VLA-4 inh | GRK2 aptamer HTS
CCNC(=S)N/N=C/c1cc(Br)cc(Br)c1OC | 101 | 103 | 102 | 5 | 103 | 100 | -12 | 4
O=c1[nH]c(SCc2c(Cl)cccc2Cl)nc2ccccc12 | 28 | 105 | 120 | -1 | 107 | 72 | -4 | 1
Nc1nc(-c2cc3c(cc2Cl)OCCO3)cs1 | 95 | 94 | 94 | -4 | 92 | 95 | 5 | 3
Cc1ccc(-c2nn(CCC(=O)NN3CCOCC3)c(=O)c3ccccc23)cc1 | 107 | 102 | 103 | -7 | 94 | 98 | 2 | 1
Cc1ccc(NC(=O)Cn2ncc(Cl)c(Cl)c2=O)cc1S(=O)(=O)N1CCCCC1 | 99 | 95 | 96 | 16 | 103 | 99 | 37 | 1
O=C(Cn1cc2c(n1)CCCCC2)NC1CCCCCC1 | 102 | 103 | 112 | -2 | 93 | 100 | -8 | 1
O=C1/C(=C/c2ccncc2)Oc2cc(OS(=O)(=O)c3ccccc3)ccc21 | 109 | 112 | 104 | 13 | 99 | 102 | 12 | 5
CCOc1ccccc1N(CC(=O)Nc1ccccc1)S(=O)(=O)c1ccccc1 | 96 | 99 | 105 | -10 | 102 | 102 | 11 | 0
CCOC(=O)c1c(N)sc2c1CCC(CC)C2 (stereo unspecified) | 99 | 103 | 106 | 2 | 101 | 97 | 16 | 0
Cc1ccc2cc3c(nc2c1)OCC3 | 95 | 105 | 102 | 5 | 105 | 105 | 5 | 1
Cc1ccc(/C=C2\SC(=S)N(CCC(=O)NNC(=O)c3cccnc3)C2=O)cc1 | 98 | 102 | 103 | -5 | 102 | 99 | 8 | 0
CC(C)c1cccc(C(C)C)c1NC(=O)c1ccc(OCC(=O)NCc2ccccc2)cc1 | 100 | 97 | 100 | -2 | 98 | 99 | 9 | 1
CC(=O)c1ccc(O)c(CC=C(C)C)c1 | 94 | 102 | 100 | -27 | 93 | 99 | 28 | 2
CCn1c(SCC(=O)Nc2sc3c(c2C#N)CCCC3)nnc1-c1ccncc1 | 100 | 100 | 97 | 7 | 88 | 97 | 14 | 3
O=C(Cn1cnc2ccccc21)N/N=C/c1ccccc1[N+](=O)[O-] | 98 | 81 | 91 | -13 | 105 | 115 | -18 | 0

Quoted at random: 6 entries already listed, in no set order.
structure | AGP1 TOR yeast | LAP4 TOR yeast | MEP2 TOR yeast | JMJD2C inh | CIT2-GFP yeast | RPL19A-GFP yeast | VLA-4 inh | GRK2 aptamer HTS
O=c1[nH]c(SCc2c(Cl)cccc2Cl)nc2ccccc12 | 28 | 105 | 120 | -1 | 107 | 72 | -4 | 1
Cc1ccc(-c2nn(CCC(=O)NN3CCOCC3)c(=O)c3ccccc23)cc1 | 107 | 102 | 103 | -7 | 94 | 98 | 2 | 1
Cc1ccc(NC(=O)Cn2ncc(Cl)c(Cl)c2=O)cc1S(=O)(=O)N1CCCCC1 | 99 | 95 | 96 | 16 | 103 | 99 | 37 | 1
O=C(Cn1cnc2ccccc21)N/N=C/c1ccccc1[N+](=O)[O-] | 98 | 81 | 91 | -13 | 105 | 115 | -18 | 0
CCOC(=O)c1c(N)sc2c1CCC(CC)C2 (stereo unspecified) | 99 | 103 | 106 | 2 | 101 | 97 | 16 | 0
Nc1nc(-c2cc3c(cc2Cl)OCCO3)cs1 | 95 | 94 | 94 | -4 | 92 | 95 | 5 | 3

Remaining list, next part.
structure | AGP1 TOR yeast | LAP4 TOR yeast | MEP2 TOR yeast | JMJD2C inh | CIT2-GFP yeast | RPL19A-GFP yeast | VLA-4 inh | GRK2 aptamer HTS
O=C(COc1cccc2c1CCN(Cc1ccccc1F)C2=O)N1CCOCC1 | 96 | 89 | 95 | 21 | 91 | 92 | -2 | 2
Cc1nn(Cc2ccccc2)c(C)c1NS(=O)(=O)c1ccccc1 | 114 | 95 | 111 | 0 | 115 | 125 | 10 | 0
CCOC(=O)CNC(=O)Cn1cnc2ccc(S(=O)(=O)N3CCC(C)CC3)cc2c1=O | 102 | 100 | 98 | -26 | 91 | 97 | 5 | 0
CN(c1ccc(C(=O)NCCSCc2c(F)cccc2Cl)cc1)S(C)(=O)=O | 95 | 92 | 96 | 0 | 103 | 97 | 0 | 0
COc1ccccc1NC(=O)C1=C(C)Nc2nnnn2C1c1cccc(C)c1 (stereo unspecified) | 97 | 94 | 96 | 13 | 96 | 100 | 49 | 1
CC(=O)Nc1ccc(S(=O)(=O)NC2(C(F)(F)F)NC(=O)N(C3CCCCC3)C2=O)cc1 (stereo unspecified) | 102 | 97 | 100 | -1 | . | 99 | -1 | 5
CCOC(=O)C1CCN(S(=O)(=O)c2ccccc2)CC1 | 112 | 116 | 99 | 5 | 106 | 96 | 5 | 3
CCCOc1ccc(CNC(=O)C2CCN(C(=O)N3CCOc4ccccc43)CC2)cc1 | 111 | 127 | 95 | 9 | 114 | 101 | 6 | 0
CCC1(c2ccc(F)cc2)NC(=O)N(CC(=O)NCc2ccc(F)cc2)C1=O (stereo unspecified) | 101 | 102 | 105 | -18 | 106 | 103 | 8 | 3
CC(=O)Nc1ccc(S(=O)(=O)N2CCC(NC(=O)C(Cc3cccc(F)c3)NC(C)=O)CC2)cc1 (stereo unspecified) | 99 | 97 | 102 | -395 | 97 | 102 | 0 | 0
COc1ccc(C(=O)NCC(=O)N/N=C(\C)c2ccco2)cc1OC | 101 | 102 | 95 | 0 | 105 | 98 | 2 | 0
CCCNS(=O)(=O)c1cccc2cccnc12 | 102 | 101 | 99 | 4 | 103 | 98 | 34 | 0
CC(NC(=O)C(C)(C)C)C(c1cccs1)N1CCOCC1 (stereo unspecified) | 107 | 113 | 99 | 8 | 97 | 102 | 7 | 0
Nc1nc(NCCOCCO)nc(NC2CCCCC2)c1[N+](=O)[O-] | 102 | . | 104 | 10 | 100 | 90 | 8 | 3
CCc1cc2cc(OC)ccc2nc1SCC(=O)Nc1cc(OC)c(OC)cc1C(=O)O | 91 | 116 | 99 | -11 | 90 | 90 | -2 | 9
CC(=O)N1CCc2cc(Br)cc(S(=O)(=O)NCCCN3CCC(C)CC3)c21 | 104 | 101 | 98 | . | 96 | 99 | -2 | 0
Cc1cc(NC(=O)c2ccc(S(=O)(=O)N3CCOCC3)cc2)nc2c1c(=O)oc1ccccc12 | 90 | 87 | 89 | 10 | 83 | 94 | -6 | 0
COc1ccc(-c2cnc(SCC(=O)Nc3cc(C)on3)n2Cc2ccco2)cc1 | 96 | 109 | 99 | 5 | 86 | 94 | 4 | 2
N#Cc1cc2c(nc1Cl)CCC2 | 102 | 106 | 103 | -6 | 94 | 100 | 19 | 1
NC(=O)C1CCN(C(=O)c2cc3n(n2)C(C(F)(F)F)CC(c2ccco2)N3)CC1 (stereo unspecified) | 95 | 117 | 101 | -10 | 98 | 105 | 0 | 2
O=C(N/N=C/c1ccccn1)C1CC1 | 103 | 96 | 98 | -8 | 97 | 100 | -2 | 9
COc1ccc(C(=O)CSc2nnc(-c3ccco3)n2C)cc1 | 95 | 104 | 102 | -5 | 95 | 97 | 8 | 1
Cc1cc(C)c(-c2cc(NC(=O)COC(=O)c3ccc(CO)cc3)n(-c3ccccc3)n2)cc1C | 97 | 92 | 101 | -7 | 105 | 102 | -5 | 8
Cc1c(NC(=O)Nc2c(Cl)cccc2Cl)c(=O)n(-c2ccccc2)n1C | 100 | 97 | 108 | 21 | 111 | 106 | -4 | 1
COc1ccc(CC(=O)Nc2ccc(S(=O)(=O)Nc3cc(OC)nc(OC)n3)cc2)cc1 | 106 | 110 | 112 | 6 | 101 | 104 | -1 | 3
Cn1cc(-c2ccccc2C(=O)O)c(=O)c2ccccc21 | 110 | 118 | 102 | 1 | 112 | 97 | 5 | 0
CCOc1ccccc1/C=N/NC(=O)c1cccc(S(=O)(=O)N(CC)CC)c1 | 99 | 98 | 98 | 5 | 97 | 97 | 4 | 0
O=C(NC1CCCCC1)c1cnn2c(C(F)(F)F)cc(-c3ccco3)nc12 | 99 | 108 | 99 | 7 | 102 | 100 | -1 | 3
Cc1cnc(C(=O)Nc2ccc(S(=O)(=O)N(C(C)C)C(C)C)cc2)cn1 | 100 | 94 | 105 | 2 | 109 | 104 | -2 | 0
CCOC(=O)N1CCN(S(=O)(=O)c2cc(-c3nn4c(C)nnc4c4ccccc34)ccc2C)CC1 | 88 | 86 | 94 | -4 | 77 | 92 | -3 | 0
CC(=O)c1ccc(-n2nnnc2SCC(=O)N2CCN(C(=O)c3ccco3)CC2)cc1 | 107 | 102 | 110 | -1 | 113 | 102 | 15 | 1
CC(C)CC(=O)Nc1cccc(-c2csc(-c3ccccc3)n2)c1 | 98 | 108 | 99 | 3 | 101 | 100 | 10 | 0
COc1ccccc1NS(=O)(=O)c1ccc(C)c(C(N)=O)c1 | 96 | 92 | 102 | -3 | 94 | 97 | 4 | 0
O=C(Oc1ccc(/C=N/NC(=O)c2ccccn2)cc1)c1ccc(Br)cc1 | 99 | 91 | 97 | 1 | 110 | 100 | -11 | 2
CCN1/C(=C/C=C/C=C/C=C/c2sc3ccccc3[n+]2CC)Sc2ccccc21 | 90[may fluoresce red] | 124[may fluoresce red] | 114[may fluoresce red] | 4 | 102[may fluoresce red] | ? | -33 | 22
Cc1nnc(SC(C)C(=O)NC2CCCCC2C)s1 (stereo unspecified) | 104 | 102 | 94 | -40 | 101 | 94 | 12 | 1
Cc1cccc(C)c1NC(=O)CN(C)C(=O)c1cccc(S(=O)(=O)N2CCN(c3ccc(F)cc3)CC2)c1 | 110 | 102 | 107 | 3 | 108 | 105 | 6 | 2
NC(=O)CC(NC(=O)c1ccccc1)c1ccc(NCCc2ccc(F)cc2)c([N+](=O)[O-])c1 (stereo unspecified) | 82 | 99 | 95 | -8 | 68 | 94 | 8 | 1
CC(=O)Nc1ccc(NC(=O)CSc2nnc(C)c(=O)[nH]2)cc1 | 97 | 89 | 103 | -7 | 104 | 102 | 31 | 7
CCOc1ccc(S(=O)(=O)N2CCOCC2)cc1NC(=O)Cc1c(F)cccc1Cl | 97 | 95 | 94 | -18 | 84 | 88 | 16 | 1
O=C(CN(C(=O)CNC(=O)c1ccco1)c1ccc2c(c1)OCCO2)NC1CCCCC1 | 102 | 102 | 99 | 13 | 95 | 95 | 5 | 0
O=S(=O)(Nc1ccc2ccccc2n1)c1ccc2c(c1)CCO2 | 95 | 101 | 95 | 7 | 93 | 95 | 8 | 0
COc1ccc(NS(=O)(=O)c2cc(OC)ccc2OC)cc1 | ? | 97[may fluoresce violet] | 267*[may fluoresce violet] | 19 | ? | 45*[may fluoresce violet] | -3 | 3
